# NIH3T3 tox: Cytotoxic Profiling in NIH 3T3 Cell Line of Diverse Libraries Using Quantitative High-Throughput Screening. 4.3% of 94,000 active. Potency, µM (highest dose often 96.7 µM), for the others: at the top dose activity change, negative = cytotoxicity, actives largely listed as inhibitors. NIH 3T3 viability, CellTiter-Glo ATP luminescence, 48-72 h; also: potency is read from the fitted curve at half-maximal effect; nearly all actives have a fitted effect of over 55% in size
#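 Cytotoxicity was measured by CellTiter-Glo ATP luminescence after 48 or 72 h compound exposure at 37 °C. Mouse NIH 3T3 fibroblasts were seeded at 400 cells/well and dosed by 23 nL pin transfer.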
# IP6K1 inh: Primary qHTS assay for small molecule inhibitors of Inositol hexaphosphate kinase 1 (IP6K1) | Inositol hexakisphosphate kinase 1 (Homo sapiens), Q92551 | IP6K1 kinase, ADP-Glo luminescence, 2 h; active compounds read low | activity change, % (series mostly up to about 58 µM) | 0.81% of 140,000 active; in the data active = activity change below about -25%
#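 ADP-Glo luminescence measures ADP made by human IP6K1 during a 2 h RT reaction with ATP/IP6 (mix at 1.3 mM/130 uM); top library doses 57.5 and 19.1 uM final.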
# GPT2 inh: Primary qHTS assay for inhibitors of Glutamate pyruvate transaminase 2 (GPT2); AID 1671188, 2021; Recombinant GPT2, coupled pyruvate oxidase/HRP Amplex Red fluorescence; Potency, µM (titrated, usually from 57.7 µM), inactives show at the top dose activity change, negative = inhibition, actives largely listed as inhibitors; 0.25% of 100,000 active; also: potency is read from the fitted curve at half-maximal effect; nearly all actives have a fitted effect of over 60% in size; many of its hits are not listed in these tables
# Target sequence (Q8TD30 whole entry, looked up): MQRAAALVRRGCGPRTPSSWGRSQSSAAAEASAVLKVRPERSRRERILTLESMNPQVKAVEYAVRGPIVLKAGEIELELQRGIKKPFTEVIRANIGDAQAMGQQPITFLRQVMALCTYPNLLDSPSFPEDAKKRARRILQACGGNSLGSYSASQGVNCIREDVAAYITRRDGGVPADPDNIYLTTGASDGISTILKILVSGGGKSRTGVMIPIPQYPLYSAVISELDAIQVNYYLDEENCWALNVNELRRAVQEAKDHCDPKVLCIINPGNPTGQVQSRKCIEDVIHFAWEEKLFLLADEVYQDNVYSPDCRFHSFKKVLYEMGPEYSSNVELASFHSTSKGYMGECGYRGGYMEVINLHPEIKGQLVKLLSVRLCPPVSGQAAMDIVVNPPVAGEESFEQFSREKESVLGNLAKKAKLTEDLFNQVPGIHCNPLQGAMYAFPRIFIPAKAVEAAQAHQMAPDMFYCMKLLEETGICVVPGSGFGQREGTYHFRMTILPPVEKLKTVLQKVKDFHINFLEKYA
#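 Fluorescence read-out: pyruvate from GPT2 turnover coupled to pyruvate oxidase, HRP and Amplex Red (0.2mM ThPP, 0.2U/mL PO and HRP, 50uM Amplex final). Substrates 250uM a-KG, 2mM L-alanine; enzyme 10ng/uL; 30 min RT.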
# FLuc inh: Firefly luciferase inhibition profiling of diverse chemical library using quantitative high-throughput screening. 2.5% of 76,000 active. Potency, µM (series often up to 115 µM), inactives show top-dose activity change, negative = inhibition, most hits filed as inhibitors. AID 1347043, 2019. purified P. pyralis luciferase, luminescence, biochemical. Luciferin 4-monooxygenase (Photinus pyralis), P08659; also: potency is read from the fitted curve at half-maximal effect; nearly all actives have a fitted effect of over 65% in size
# Target sequence (P08659 whole entry, looked up): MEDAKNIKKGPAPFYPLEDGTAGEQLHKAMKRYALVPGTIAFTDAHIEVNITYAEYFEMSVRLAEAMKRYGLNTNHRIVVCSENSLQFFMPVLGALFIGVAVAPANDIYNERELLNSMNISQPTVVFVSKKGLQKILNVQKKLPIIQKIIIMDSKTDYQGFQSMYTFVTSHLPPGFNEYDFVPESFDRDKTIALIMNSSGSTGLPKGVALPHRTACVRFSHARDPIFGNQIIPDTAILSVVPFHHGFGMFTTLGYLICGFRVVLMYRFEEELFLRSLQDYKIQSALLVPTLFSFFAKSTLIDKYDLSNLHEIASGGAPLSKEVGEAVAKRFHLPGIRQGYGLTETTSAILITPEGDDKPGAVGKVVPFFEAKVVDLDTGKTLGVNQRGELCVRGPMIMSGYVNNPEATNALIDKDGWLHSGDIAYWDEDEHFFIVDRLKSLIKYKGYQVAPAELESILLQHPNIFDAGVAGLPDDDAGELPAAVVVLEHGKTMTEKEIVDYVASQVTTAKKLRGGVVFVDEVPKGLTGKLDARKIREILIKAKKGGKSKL
#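 Inhibitors were tested against purified firefly luciferase in a biochemical, low-substrate format (both substrates at 10uM) and luminescence measured with a CCD imager.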
# HEK293 viab: GF-AFC viability counterscreen for inhibitors of alpha-synuclein gene (SNCA) expression; HEK-293-SNCA-luc viability, GF-AFC fluorescence, 24 h; Potency, µM (top dose mostly 57.1 µM), for inactives: at the highest dose activity change, negative = cytotoxicity, usual class: cytotoxic; 0.12% of 150,000 active;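 also: potency is read from the fitted curve at half-maximal effect; 0% = DMSO-treated cells and -100% = medium-only wells without cells; nearly all actives have a fitted effect of over 30% in size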
#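 Cytotoxicity counterscreen: after 24 h compound treatment of genome-edited SNCA-luciferase HEK-293 cells, live-cell protease substrate GF-AFC read by fluorescence after 30 min; activity scaled between DMSO (0%) and medium-only (-100%), curves Hill-fitted.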
# HEK293 tox: Cytotoxic Profiling in HEK 293 Cell Line of Diverse Libraries Using Quantitative High-Throughput Screening; HEK 293 viability, ATP luminescence (CellTiter-Glo), 48-72 h; Potency, µM (doses to about 115 µM), for the others: at the highest dose activity change, negative = cytotoxicity, actives largely listed as inhibitors; 6.6% of 94,000 active; AID 1345083, 2018; also: potency is read from the fitted curve at half-maximal effect; nearly all actives have a fitted effect of over 60% in size
#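 Viability of HEK 293 cells, plated at 250 cells/well, was judged by cellular ATP after compound treatment for 48 or 72 hr. Luminescence was imaged 10 min after CellTiter-Glo addition at room temperature.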
# SNCA expr inh: Primary qHTS assay for inhibitors of alpha-synuclein gene (SNCA) expression; AID 1671194, 2021; Potency, µM (highest dose often 57.2 µM), inactives show at the highest dose activity change, negative = inhibition, usual class: inhibitors; HEK-293 SNCA-luciferase knock-in, luminescence, 24 h; 0.17% of 140,000 active;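 also: potency is read from the fitted curve at half-maximal effect; plate controls were DMSO cells for no effect and cell-free wells for full effect; nearly all actives have a fitted effect of over 45% in size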
# * = called active by the depositor; i = inactive; u = inconclusive; x = no result given; [ ] = remark or other dose. Unless noted, calls follow the shape of the dose curve; as a rule, active = well fitted curve in the direction sought with a large enough effect; inconclusive = small, poorly fitted or top-dose-only effect, or another doubt; inactive = no such curve, though single readings can be large; an effect the other way counts as inactive or inconclusive. Unless noted, % is scaled to controls: 0 for no effect and ±100 for the full control effect. This is a subset; rates above refer to the full screens.
SMILES,NIH3T3 tox,IP6K1 inh,GPT2 inh,FLuc inh,HEK293 viab,HEK293 tox,SNCA expr inh
CCOc1ccc(-n2c(SCc3nc(-c4ccc(OC)cc4)no3)nnc2-c2ccncc2)cc1,x,-19,x,x,-11%,x,-1%
Cc1ccc(Nc2ccnc(N3CCC(N[S+](=O)([O-])c4ccc(C)cc4)CC3)n2)cc1,32µM*,-5,i,x,u,u,-25%
CC(=O)N1CCc2c(sc(NC(=O)CSc3ccc(F)cc3)c2-c2nc3ccccc3s2)C1,x,2,x,x,-1%,x,-14%
Cc1noc2c(NC3CCN(C)CC3)cc(-c3ccccc3)nc12,u,-1,-13%[88.5 µM],3%[172 µM],-2%[87.6 µM],100µM*,13%[87.6 µM]
CCOC(=O)c1noc2ncn(Cc3cccc(C#N)c3)c(=O)c12,x,-14,x,x,-8%,x,-13%
Cc1cc(C(=O)N2CC[C@@](O)(C3CCOCC3)[C@H](C)C2)ccc1F,-6%,14,i,-2%,-3%,-4%,2%
CCc1ccccc1NS(=O)(=O)c1ccc2[nH]cc(C(=O)N(CC(C)C)CC(C)C)c(=O)c2c1,x,-7,x,x,-6%,x,-10%
CCOc1ccc(-n2c(SCC(=O)Nc3cccc(Cl)c3)nc3c(oc4ccccc43)c2=O)cc1,x,-2,x,x,1%,x,13%
CCn1nccc1C(=O)N1CCC2(CC1)N=C(c1ccc(C)cc1)NO2,-9%,2,i,-1%,-1%,-5%,6%
COc1cccc(-c2cccc(C(=O)N3CCN([S+](=O)([O-])c4ccc(C)cc4)CC3)c2)c1,-19%,-13,i,x,6%[12.5 µM],u,-3%
N#Cc1ccccc1CN1CCN(c2nccc(CCC(F)(F)F)n2)CC1,-14%,11,-13%,-5%,8%,u,-16%
CC[N+](C)(CC)CCOC(=O)C1c2ccccc2Oc2ccccc21,x,-23,i,x,-7%[23.9 µM],x,20%[25.6 µM]
COc1ccc(-c2noc(CC3CCN(C(=O)CCCc4ccccc4)CC3)n2)cc1,u,1,i,1%,-16%,28µM*,-19%
O=C(c1ccccn1)N1CCC2(CCCCO2)CC1,-3%,9,i,-5%,-10%,-14%,8%
COc1ccccc1CNC(=O)c1ccc2c(c1)N(C)C1CCCCN1C2=O (centres undefined),u,-15,3%,-31%,u,u,88%[activator]
COc1ccccc1N1CCN(C(=O)CSc2nc3ccccc3nc2Cc2ccc(F)cc2)CC1,x,-8,x,x,7%,x,1%
CC(=O)OCc1cnc(C)c2oc(=O)c(C(=O)Nc3cccc(F)c3)cc12,x,-9,x,x,-3%,x,19%
CC(C)(O)C1OC1C1=CC(=O)C2(C)OC2C1O (centres undefined),x,14,i,x,-8%,x,x
O=C(C1CCN(Cc2ccco2)CC1)N1CCC2(CCCNC2=O)C1 (centres undefined),i,-2,i,11%,3%,-5%,10%
CC(=O)N1CCN(C(=O)c2nc3sccn3c2-c2ccncc2)CC1,-14%[138 µM],-1,3%[88.5 µM],x,19%[87.6 µM],-7%[172 µM],15%[87.6 µM]
CC(C)c1ccc(NC(=O)CS(=O)(=O)c2cccc3nsnc23)cc1,x,-12,x,x,8%,x,6%
COc1ccc(NCc2nc3ccccc3n2CCOc2ccccc2C)cc1,x,-4,x,x,u,x,34%[activator]
CC(C)OCCCNC(=O)c1ccc2c(c1)N(S(C)(=O)=O)CC2,-2%,-10,-3%,u,1%,-17%,82%[activator]
O=C1CC(c2nc(-c3ccc4nc[nH]c4c3)no2)CN1Cc1ccncc1 (centres undefined),-3%,-7,i,0%,0%,1%,3%
Fc1ccc(CN2CCN(C3CCNC3)CC2)cc1Cl (centres undefined),-8%,12,i,-4%,-5%,-20%,5%
Cc1ccc(-c2nnc(C3CN(C(=O)C4CCCCC4)CC34CCOCC4)o2)cc1 (centres undefined),-18%,11,-12%,2%,-10%,-20%,-28%
O=C([C@@H]1C[C@H](Oc2ccccc2)CN1S(=O)(=O)c1cccc(F)c1)N1CCOCC1,-22%,13,5%,3%,5%,1%,-86%
Cc1ccc(C(=O)Nc2ccc3ncnc(N4CCCCC4)c3c2)s1,u,10,1%,-15%,-22%,u,7%
CCOc1ccc(CC(=O)N2CCN(c3cc(-c4ccccc4)[nH]n3)CC2)cc1,u,0,i,4%,2%,u,7%
C[C@@H]1C[C@H]2[C@@H]3CCC4=CC(=O)C=C[C@]4(C)[C@@]3(F)[C@@H](O)C[C@]2(C)[C@@]1(O)C(=O)COP(=O)(O)O,x,-3,-3%,x,16%,x,x
CN(C)C[C@@H]1CN(S(C)(=O)=O)C[C@H]1NC(=O)c1ccsc1,-10%,2,1%,-12%,u,-1%,-2%
Cc1ccc(S(=O)(=O)N[C@H]2C[C@@H](c3nc(-c4ccc5c(c4)OCO5)no3)N(C)C2)cc1,u,-4,u,2%,-19%,u,-3%
O=C(CSc1ncc(S(=O)(=O)c2ccc(Cl)cc2)c(=O)[nH]1)Nc1cccc(C(F)(F)F)c1,x,-22,x,x,3%,x,-7%
C=CCO[C@@H]1C[C@H]2C(=O)Nc3ccc(-c4ccccc4)cc3C(=O)N2C1,u,5,-3%[88.5 µM],-2%[172 µM],-20%[87.6 µM],u,-19%[87.6 µM]
CC(C)OC(=O)N(C)Cc1cccc(N2CCN(C(=O)c3c(Cl)cccc3Cl)CC2)c1F,u,-13,x,x,x,35µM*,x
O=C(Cn1cc(SCc2ccc(Br)cc2)c2ccccc21)N1CCCCC1,x,-5,x,x,-6%,x,12%
CCn1nccc1C(=O)N1CC(Oc2ccccc2-c2nc(CCOC)no2)C1,i,2,2%,-3%,-6%,4%,0%
Cc1ncc2c(c1CNC(=O)c1ccccc1OC(F)F)CCNC2,-23%,-4,-11%[11.5 µM],-2%,5%,-15%,-4%
CCn1c(CC2CCNCC2)nn(Cc2csc(-c3ccccc3)n2)c1=O,-21%,15,u,-2%,-5%,-25%,-22%
COCC(=O)NC[C@H]1CCN(C2CCSCC2)C[C@H]1N(C)C,-6%,1,i,-4%,12%[12.5 µM],i,14%

# Single records, as listed above. Values in the order: NIH3T3 tox | IP6K1 inh | GPT2 inh | FLuc inh | HEK293 viab | HEK293 tox | SNCA expr inh
# Record of `CC(C)OC(=O)N(C)Cc1cccc(N2CCN(C(=O)c3c(Cl)cccc3Cl)CC2)c1F` : u | -13 | x | x | x | 35µM* | x
# Record of `O=C(CSc1ncc(S(=O)(=O)c2ccc(Cl)cc2)c(=O)[nH]1)Nc1cccc(C(F)(F)F)c1` : x | -22 | x | x | 3% | x | -7%
# Record of `CN(C)C[C@@H]1CN(S(C)(=O)=O)C[C@H]1NC(=O)c1ccsc1` : -10% | 2 | 1% | -12% | u | -1% | -2%

# Part of the list above in a different format.
# Under each structure – NIH3T3 tox, IP6K1 inh, GPT2 inh, FLuc inh, HEK293 viab, HEK293 tox, SNCA expr inh
O=C1CC(c2nc(-c3ccc4nc[nH]c4c3)no2)CN1Cc1ccncc1 (centres undefined)
→ -3%, -7, i, 0%, 0%, 1%, 3%
Fc1ccc(CN2CCN(C3CCNC3)CC2)cc1Cl (centres undefined)
→ -8%, 12, i, -4%, -5%, -20%, 5%

# The results go on.
SMILES,NIH3T3 tox,IP6K1 inh,GPT2 inh,FLuc inh,HEK293 viab,HEK293 tox,SNCA expr inh
CC(=O)Nc1ccc(C2Sc3ccccc3NC3=C2C(=O)c2ccccc23)cc1 (centres undefined),x,0,x,x,u,x,104%[activator]
OCC1CN(c2ccncn2)CC12CCN(Cc1ccncc1F)CC2 (centres undefined),-17%,12,u,-7%,16%[12.5 µM],i,u
CN1CCN(C(CNC(=O)C(=O)Nc2ccccc2)c2ccc3c(c2)OCO3)CC1 (centres undefined),x,19,x,x,-7%,x,-2%
Cc1ccc(NC(=O)C2CCCN(c3ncnc4c3nc3n4CCCCC3)C2)cc1F (centres undefined),x,24,x,x,-14%,x,3%
Cc1ccc(S(=O)(=O)c2nnn3c2nc(NCc2ccc(F)cc2)c2sccc23)cc1,x,-13,x,x,4%,x,-21%
O=C(Nc1cccc(F)c1)c1cccc2c1C(=O)N(C1CCCCC1)C2,x,6,x,x,4%,x,-45%
COc1ccccc1NC(=O)CC(C)n1nc(C)cc1C (centres undefined),x,0,x,x,10%,x,16%
COCCN1C(=O)[C@@H]2C[C@@H](CN2C(=O)C2CC2)Oc2ccccc21,-16%[138 µM],-3,i,-13%[172 µM],-7%[87.6 µM],-10%[172 µM],6%[87.6 µM]
CC(C)(C)COC(=O)N1CC(=O)N(C2Cc3ccccc3C2)CC(O)C1 (centres undefined),u,11,x,x,x,u,x
CSc1ccc(CCNC(=O)Cn2nc(C)n3c(cc4sccc43)c2=O)cc1,x,-80*,x,x,7%,x,2%
Cc1ccc(N2CCN(C(=O)c3ccc4c(c3)N(C)C3CCCCN3C4=O)CC2)cc1 (centres undefined),u,-6,i,-9%,7%[12.5 µM],u,40%[activator]
Cc1ccc(N2CCC(NC(=O)c3cc(F)cc(F)c3)C2=O)cc1 (centres undefined),i,-1,5%,7%,10%,1%,17%
COc1ccc(-c2c(C)c3ccc(O)c(CN4CCCCC4)c3oc2=O)cc1OC,x,2,x,x,u,x,-5%
CCN(CC)C1(Cc2cc(COc3ccccc3)on2)COC1,i,-4,-4%[88.5 µM],4%[172 µM],1%[87.6 µM],-5%[172 µM],7%[87.6 µM]
Cc1nnc2ccc(N3CCCN(C(=O)c4ccccc4)CC3)nn12,-22%[138 µM],-2,x,x,x,-11%[172 µM],x
CCOc1ccccc1NC(=O)Cn1c2ncccc2c(=O)n1-c1ccc(C)c(C)c1,x,-5,x,x,5%,x,6%
Cc1ccc(S(=O)(=O)Nc2nc3n(n2)C(c2ccc(F)cc2)C=C(c2ccccc2)N3)cc1 (centres undefined),x,4,x,x,u,x,-15%
CCn1ccc(C(=O)NCC2CCCCC(=O)N2)n1 (centres undefined),-4%,-3,-22%,-8%,15%,1%,16%
CC(C)SCC(=O)N1CCCn2nc(C(=O)Nc3ccccc3)cc2C1,-23%,15,-7%,u,-6%,u,1%

# A different layout for some results above:
> CC(C)(O)C1OC1C1=CC(=O)C2(C)OC2C1O (centres undefined)
  NIH3T3 tox = x	IP6K1 inh = 14	GPT2 inh = i	FLuc inh = x	HEK293 viab = -8%	HEK293 tox = x	SNCA expr inh = x
> O=C(C1CCN(Cc2ccco2)CC1)N1CCC2(CCCNC2=O)C1 (centres undefined)
  NIH3T3 tox = i	IP6K1 inh = -2	GPT2 inh = i	FLuc inh = 11%	HEK293 viab = 3%	HEK293 tox = -5%	SNCA expr inh = 10%

# Source: PubChem (National Center for Advancing Translational Sciences (NCATS))
